SRC1 TRFRET art: counter-screen for PPARgamma SRC-1 recruitment agonists: TR-FRET artefact; TR-FRET detection artefact counter-screen, emission ratio; hits give high values; TR-FRET ratio at 8 µM; actives 0.34% (n = 99,000); AID 1051; in the data active = TR-FRET ratio above about 2300; note: inactives centre near 1800; reference of the scale not given here
SRC3 TRFRET art: counter-screen for PPARgamma SRC-3 recruitment agonists: TR-FRET artefact | PPARgamma/SRC-3 format; hits give high values | TR-FRET ratio at 8 µM | actives 0.39% (n = 99,000) | AID 1048; in the data active = TR-FRET ratio above about 2000; note: inactives centre near 1600; reference of the scale not given here
An asterisk follows results filed as active.

Each structure is followed by: SRC1 TRFRET art | SRC3 TRFRET art
#1 Cc1ccnc2nc(C(=O)OCC(=O)N(CC(C)C)CC(C)C)nn12
    1665 | 1476
#2 COc1ccc(/C=C/C(=O)NCC(=O)N/N=C/c2ccc(OC)cc2)cc1
    1962 | 1638
#3 CC(C)Nc1nc(NC(N)=S)nc(NC(C)C)n1
    1722 | 1666
#4 COc1ccc2cc(C(=O)C3CCCN(C(=O)CCc4cnn(C)c4)C3)ccc2c1 (stereo not drawn)
    1848 | 1664
#5 O=C(CNC1CCCCCC1)Nc1ccccc1N1CCOCC1
    1657 | 1569
#6 OCCC1CN(Cc2cccn2-c2ncccn2)CCN1C1CCCC1 (stereo not drawn)
    1501 | 1497
#7 COc1ccc(OCCC(=O)OCC(=O)NCc2ccco2)cc1
    1704 | 1712
#8 COc1ccc(Nc2nc(-c3ccccc3)c(C(=O)Nc3cccnc3)s2)cc1
    2466* | 2178*
#9 CCOc1cccc(NC(=O)c2ccc(S(=O)(=O)N(C)C)cc2)c1
    1699 | 1546
#10 CCN(CC)S(=O)(=O)c1ccc(NS(=O)(=O)c2ccc(OC)c([N+](=O)[O-])c2)cc1
    1852 | 1464
#11 CCCCNC(=S)N(C)/N=C/c1ccccc1F
    1532 | 1557
#12 C/C(=N\NC(=O)CSc1nnc(C)s1)c1ccc(O)cc1
    1604 | 1521
#13 Cn1c(CN2CCCC(C(=O)c3ccc4c(c3)OCO4)C2)nc2ccccc21 (stereo not drawn)
    1766 | 1598
#14 CN(c1ccc(C(=O)Nc2ccc(S(=O)(=O)N3CCCC3)cc2)cc1)S(C)(=O)=O
    1832 | 1508
#15 Cc1ccccc1Cn1nc(C)c(NC(=O)/C=C/c2cnn(C)c2C)c1C
    1767 | 1365
#16 Cc1ccc(-c2nnc(SCCC(=O)N3CCOCC3)o2)cc1
    1866 | 1773
#17 CCC(Oc1ccccc1)C(=O)NC1CCSC1=O (stereo not drawn)
    1623 | 1723
#18 CCOC(=O)c1ccc(NC(=S)N(CCCN2CCCC2)Cc2cccs2)cc1
    1833 | 1690
#19 Cc1cc(C(=O)CN2C(=O)C(=O)N(CC(C)C)C2=O)c(C)n1-c1ccccc1F
    1856 | 1562
#20 COc1ccccc1NC(=O)Nc1cc(NC(=O)Nc2ccccc2OC)c(C)nc1C
    1912 | 1479
#21 Cc1ccc(C(c2c(C)nn(-c3ccccc3)c2N)c2c(C)nn(-c3ccccc3)c2N)cc1
    2060 | 1652
#22 CCC(C)C(NC(N)=O)C(=O)Nc1ccc(C(=O)OC)cc1 (stereo not drawn)
    1812 | 1535
#23 COc1cccc(CNCc2ccc(C(=O)O)cc2)c1OC
    1883 | 1514
#24 CCOC(=O)Cc1nnc(Nc2ccc(C)cc2C)c2ccccc12
    1962 | 1763
#25 Cc1ccc(C(=O)N/C(=C/c2ccc(F)cc2)C(=O)NCc2ccncc2)cc1
    1878 | 1654
#26 Cn1nc(Oc2ncc(C(F)(F)F)cc2Cl)cc1C(F)(F)F
    1860 | 1516
#27 Cc1nc2ccc(S(=O)(=O)Nc3ccccc3C)cc2s1
    1634 | 1257
#28 CN1CCC(N(C)C(=O)COc2ccc(S(=O)(=O)N3CCOCC3)cc2)CC1
    1728 | 1488
#29 O=C(NNc1cccc(Cl)n1)Nc1cccc(C(F)(F)F)c1
    1638 | 1509
#30 CC12COC3(C(=O)Nc4ccc5ccccc5c4)CC1CCC32C (stereo not drawn)
    1600 | 1519

Entries 1–2 of the list above:
Each structure is followed by: SRC1 TRFRET art | SRC3 TRFRET art
#1 Cc1ccnc2nc(C(=O)OCC(=O)N(CC(C)C)CC(C)C)nn12
    1665 | 1476
#2 COc1ccc(/C=C/C(=O)NCC(=O)N/N=C/c2ccc(OC)cc2)cc1
    1962 | 1638

Filtered by structure, the compounds so far containing a Cl atom.
Each structure is followed by: SRC1 TRFRET art | SRC3 TRFRET art
#26 Cn1nc(Oc2ncc(C(F)(F)F)cc2Cl)cc1C(F)(F)F
    1860 | 1516
#29 O=C(NNc1cccc(Cl)n1)Nc1cccc(C(F)(F)F)c1
    1638 | 1509

Continuation.
Each structure is followed by: SRC1 TRFRET art | SRC3 TRFRET art
#31 COCCCNS(=O)(=O)c1ccc2c(c1)OCCO2
    1735 | 1696
#32 Cc1ccc(Oc2ncccc2COC(=O)Nc2ccccc2C)cc1
    1901 | 1635
#33 Cc1ccccc1CSCCNC(=O)COc1ccc(Cl)cc1
    1613 | 1528
#34 O=C(Oc1cccc(N2C(=O)CCC2=O)c1)C1CC(=O)N(c2ccc(F)cc2)C1 (stereo not drawn)
    1741 | 1443
#35 COC(=O)c1ccc(NC(=S)N2CCC(C(N)=O)CC2)cc1
    1859 | 1556
#36 C=CCN(CC=C)CCOc1cccc(Oc2ccccc2)c1
    1731 | 1690
#37 CNc1nnc(-c2ccc(OC)cc2)s1
    1660 | 1512
#38 CC(=O)Nc1ccc(C2(O)COc3ccccc3O2)cc1 (stereo not drawn)
    1834 | 1564
#39 CCOC(=O)c1c(NC(=O)Cn2nc(C(=O)O)c3ccccc3c2=O)sc(CC)c1C
    1860 | 1556
#40 CC(Nc1oc(-c2ccco2)nc1C#N)c1ccccc1 (stereo not drawn)
    1615 | 1789
#41 COc1ccccc1N1CCN(c2ncnc3nc[nH]c23)CC1
    1865 | 1680
#42 O=C(COC(=O)c1cccnc1Cl)NCc1cccs1
    1651 | 1734
#43 CCCOc1ccc(N2C(=O)CC(SCCc3nc4ccccc4[nH]3)C2=O)cc1 (stereo not drawn)
    1976 | 1492
#44 C/C(=N/NC(=O)c1ccoc1C)c1ccc(N2CCOCC2)cc1
    1906 | 1611
#45 COc1cccc(C2CC(C(F)(F)F)n3ncc(C(=O)O)c3N2)c1 (stereo not drawn)
    1879 | 1563
#46 CC(Sc1ccc(Cl)cc1)C(=O)Nc1ccccc1-c1ccccc1 (stereo not drawn)
    1867 | 1617
#47 CCOC(=O)c1c(O)c(Cl)c(C)[nH]c1=O
    1617 | 1440
#48 COc1ccc(/C=C/C(=O)NCc2ccccn2)cc1
    1778 | 1368
#49 N/C(=N\OC(=O)COc1ccc(Cl)cc1Cl)c1ccccn1
    1642 | 1373
#50 NC(=O)CSc1nccn1Cc1ccc2c(c1)OCO2
    1820 | 1380
#51 CCn1c(/C=C/N(C(C)=O)c2ccccc2)[n+](CC)c2ccc(Cl)cc21
    1890 | 1425
#52 COc1ccc(N(C(=O)C2CSC(=O)C2)C(C(=O)NC(C)(C)C)c2ccncc2)cc1 (stereo not drawn)
    1804 | 1742
#53 CCOc1ncccc1C(=O)NCc1ccccc1
    1798 | 1555
#54 CC(C)N(C(=O)Cn1c(Cl)nc2ccccc21)C(C)C
    1864 | 1732
#55 COc1ccc(-c2cc(C(=O)Nc3ccccc3N3CCOCC3)c3ccccc3n2)cc1OC
    1835 | 1653
#56 C=CCNC(=S)NNC(=O)c1csc(CC)c1
    1816 | 1557
#57 Cc1cc(C)c2oc(C(=O)Nc3ccc(S(=O)(=O)N4CCCC(C)C4)cc3)cc(=O)c2c1 (stereo not drawn)
    1739 | 1519
#58 Cc1[nH]nc(SCC(=O)NC2CCCC2)c1[N+](=O)[O-]
    1826 | 1644
#59 O=C(c1ccc(Cl)cc1)C1CCCN(Cc2ccc(Oc3ncccn3)cc2)C1 (stereo not drawn)
    1807 | 1651
#60 CCN(CC)S(=O)(=O)c1cc(NC(=O)C(C)N2CCN(Cc3ccc4c(c3)OCO4)CC2)ccc1C (stereo not drawn)
    1618 | 1687

The listing continues.
Each structure is followed by: SRC1 TRFRET art | SRC3 TRFRET art
#61 COc1ccc(C(=O)C2CCCN(Cc3cn[nH]c3-c3ccccc3)C2)cc1OC (stereo not drawn)
    1463 | 1625
#62 Nc1nonc1C(=O)N1CCCCC1
    1712 | 1431
#63 C/C(N)=C(/C#N)C(=O)CSc1nn(-c2ccc(Cl)cc2)c(=S)s1
    1821 | 1699
#64 CCOc1cc([N+](=O)[O-])cc2c1C(=O)Nc1ccccc1O2
    1697 | 1448
#65 Cc1ccc(-c2nnc(Nc3ccc(C(N)=O)cc3)c3ccccc23)cc1S(=O)(=O)NCC1CCCO1 (stereo not drawn)
    1693 | 1566
#66 O=C(CN1C(=O)C2CCCCC2C1=O)OCn1nnc2ccccc2c1=O (stereo not drawn)
    1921 | 1571
#67 O=C(NCC(c1cccs1)N1CCOCC1)c1ccccc1NS(=O)(=O)c1cc([N+](=O)[O-])ccc1Cl (stereo not drawn)
    1811 | 1498
#68 O=C(Nc1ccc(CN2CCCCC2)cc1)c1cccc(Br)c1
    2047 | 1872
#69 CCN(CC)C(=O)CSc1nnc(NC(=O)CCc2ccccc2)s1
    1847 | 1654
#70 Cc1ccc(-c2c(C#N)c(N)nc3c2CCCC3)o1
    1998 | 1759
#71 COc1cccc(/C=C/C(=C2/C(=O)N(c3ccccc3)N=C2C)c2ccc(C)cc2)c1OC
    1970 | 1517
#72 Cc1nc(CSc2nnc(Nc3cccc(C)c3C)s2)cs1
    1483 | 1584
#73 Nc1nnc(SCC(=O)OCC(=O)Nc2ccc(Br)cc2)s1
    1561 | 1559
#74 COc1ccc(NC(=O)c2oc3ccc(S(=O)(=O)N4CCOCC4)cc3c2C)cc1
    2075 | 1687
#75 Cc1c(NS(=O)(=O)c2ccc3nc(COc4ccccc4Cl)[nH]c3c2)c(=O)n(-c2ccccc2)n1C
    1674 | 1448
#76 CCCc1ccc(OCc2nc(-c3ccc(NC(=O)c4cccs4)cc3)no2)cc1
    1654 | 1400
#77 Cc1c(C(=O)O)cccc1-c1ccc(/C=N/Nc2ccc(Br)cc2)o1
    1743 | 1444
#78 CCOc1ccc(NC(=O)c2ccc(N)cc2)cc1
    1805 | 1684
#79 O=C(COc1ccccc1[N+](=O)[O-])NCc1cccnc1
    1791 | 1793
#80 O=C(CSc1ccc(-c2nc3ccccc3[nH]2)cn1)Nc1ccc(S(=O)(=O)NC2CC2)cc1
    1893 | 1624
#81 Cc1c(Cl)cnc(NC(=O)COC(=O)Cc2coc3ccc4ccccc4c23)c1Cl
    1616 | 1789
#82 Cc1ccc(C(=O)NCC(=O)Nc2ccccc2C(F)(F)F)cc1
    1640 | 1458
#83 Cc1ccccc1-n1c(C)nnc1SCC(=O)N1CCc2ccccc2C1
    1934 | 1554
#84 CCN1CCN(c2cc(C)c3cc(NC(=S)N4CCN(c5ccccc5F)CC4)ccc3n2)CC1
    1892 | 1687
#85 CN(Cc1ccno1)Cc1cn(Cc2ccccc2)nc1-c1ccc2c(c1)OCO2
    1384 | 1526
#86 Cc1ccc(CN2CCN(/N=C\C=C\c3ccccc3)CC2)cc1
    1994 | 1635
#87 CCS(=O)(=O)c1ccc(O)c(NC(=O)COc2ccc(Br)cc2)c1
    1741 | 1461
#88 CNC(=O)c1oc(-c2ccccc2)nc1C
    1713 | 1525
#89 O=C(c1ccc(COCC(F)(F)F)o1)N1CCCC1
    1695 | 1707
#90 CCc1sc(C(=O)NCc2ccccc2)cc1C
    1844 | 1369

The closing 5 compounds of the part before are carried over, then new ones follow.
Each structure is followed by: SRC1 TRFRET art | SRC3 TRFRET art
#86 Cc1ccc(CN2CCN(/N=C\C=C\c3ccccc3)CC2)cc1
    1994 | 1635
#87 CCS(=O)(=O)c1ccc(O)c(NC(=O)COc2ccc(Br)cc2)c1
    1741 | 1461
#88 CNC(=O)c1oc(-c2ccccc2)nc1C
    1713 | 1525
#89 O=C(c1ccc(COCC(F)(F)F)o1)N1CCCC1
    1695 | 1707
#90 CCc1sc(C(=O)NCc2ccccc2)cc1C
    1844 | 1369
#91 CCCC(c1nnnn1C1CCCCC1)N1CCN(C2CCCC2)CC1 (stereo not drawn)
    1562 | 1758
#92 COCCNC(=O)C(=O)NNC(=O)COc1ccc(OC)cc1
    1739 | 1851
#93 COC(=O)CCN(C(=O)C1C2CC3CC(C2)CC1C3)c1ccccn1 (stereo not drawn)
    1969 | 1717
#94 O=C(Cn1cc(S(=O)(=O)Cc2ccccc2)c2ccccc21)Nc1ccccc1
    1941 | 1508
#95 Cc1c(NC(=O)CSCc2c(F)cccc2Cl)c(=O)n(-c2ccccc2)n1C
    1875 | 1691
#96 CCN1CCCC1CNCc1cccc(OC)c1OCc1ccc(F)cc1 (stereo not drawn)
    1707 | 1285
#97 Cc1cccn2c(=O)c(/C=C(\C#N)C(N)=O)c(N3CCN(Cc4ccc5c(c4)OCO5)CC3)nc12
    1687 | 1497
#98 O=S(=O)(c1ccccc1)N1CCN=C1SCc1ccccc1Cl
    1784 | 1400
#99 Cc1nn(-c2ccccc2)c2c1C(c1ccc(F)cc1)C(C#N)=C(N)O2 (stereo not drawn)
    1869 | 1748
#100 COc1cc(/C=N/Nc2nc3ccccc3[nH]2)ccc1O
    2030 | 1195
#101 Cc1cc(C)cc(OCC(=O)Nc2ccc3c(c2)C(=O)c2ccccc2C3=O)c1
    1757 | 1546
#102 O=C(Nc1ccc2ccccc2c1)/C(=C/c1cccc(Br)c1)NC(=O)c1ccco1
    1961 | 1671
#103 CC1(C)CC2CC(C)(CN2CC(O)COc2ccccc2)C1 (stereo not drawn)
    1570 | 1613
#104 CC(C)CNC(=O)c1ccc(Cl)c(N)c1
    1719 | 1530
#105 CC(C)c1ccc(C2N3CC4([N+](=O)[O-])CN2CC([N+](=O)[O-])(C3)C4(C)C)cc1 (stereo not drawn)
    1638 | 1602
#106 Cc1cc(C)cc(NC(=O)CSc2ccccc2)c1
    1508 | 1456
#107 COc1ccc(NC(=O)CC2SC(=NCC3CCCO3)NC2=O)c([N+](=O)[O-])c1 (stereo not drawn)
    1597 | 1555
#108 CCn1c(SCC(=O)OC(C)C)nnc1-c1cccc(Cl)c1
    1688 | 1510
#109 CC(=O)c1ccc(NC(=O)CN(C)CC(=O)Nc2cccc(F)c2)cc1
    2083 | 1800
#110 COc1ccc(CSC2=CS(=O)(=O)c3ccccc3N2)cc1
    1762 | 1558
#111 CCOC(=O)c1ccc(NC(=O)CSCC(=O)OCC(=O)c2ccccc2)cc1
    1816 | 1552
#112 COCCn1c(-c2ccccc2)csc1=Nc1cccnc1
    1653 | 1678

Screens from PubChem.

The list is partial. The share of hits here may be higher or lower than overall.
